Screening results from PubChem.
ssDAF-12 act = S. stercoralis DAF-12 nuclear receptor activators, primary screen, cell-based, luminescence, HEK293, GRIP1 co-expression, lit1-tk-luc; activation, % at 6.8 µM; AID 652126, 2013; HEK293 ssDAF-12/GRIP1 lit1-tk-luc reporter; % of 3 µM dafachronic acid response; Nuclear hormone receptor DAF-12 (Strongyloides stercoralis); 1% of 370,000 active;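 active = activation above the mean over all tested compounds plus 3 SD, cut at about 0.9% in these data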;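 note: 0% = DMSO-only wells and 100% = 3 µM delta7-dafachronic acid wells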
DAX1 inh-1 = DAX1 (NR0B1) inhibitors, primary screen, cell-based, HEK293, Gal4-DAX1, luciferase luminescence. inhibition, % at 6.75 µM. AID 504766, 2011. Nuclear receptor subfamily 0 group B member 1 (Homo sapiens), P51843. 0.99% of 340,000 active. HEK293 Gal4-DAX1 luciferase reporter;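 active = inhibition above the mean over all tested compounds plus 3 SD, cut at about 4.2% in these data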;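 note: 0% = DAX1-transfected cells with DMSO and 100% = empty-vector control cells with DMSO; inhibition shows as a rise in luminescence from relieved DAX1 repression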
Target sequence (P51843 207-470 limits assumed): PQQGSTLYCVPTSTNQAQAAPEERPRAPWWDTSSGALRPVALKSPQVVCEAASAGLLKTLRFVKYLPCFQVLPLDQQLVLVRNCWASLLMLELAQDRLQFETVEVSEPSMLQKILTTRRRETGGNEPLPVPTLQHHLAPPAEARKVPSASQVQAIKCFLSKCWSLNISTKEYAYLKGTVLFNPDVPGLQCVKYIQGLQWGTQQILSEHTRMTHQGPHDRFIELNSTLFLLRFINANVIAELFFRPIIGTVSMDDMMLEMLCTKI
hcDAF12 agonist = H. contortus DAF-12 nuclear receptor activators, primary screen, cell-based, luminescence, HEK293, lit1-tk-luc reporter | HEK293 hcDAF-12 lit1-tk-luc reporter; 0% DMSO, 100% Δ7-dafachronic acid | activation, % at 6.8 µM | 1.4% of 370,000 active | AID 652067, 2013;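 active = activation above the mean of all tested compounds plus 3 SD, cut at about 5.5% in these data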;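 note: 100% = response to 3 µM Δ7-dafachronic acid high control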
sPLA2-III inh = human group III sPLA2 inhibitors, primary screen, biochemical, QFRET, BODIPY PC-A2 liposome substrate | 0.56% of 370,000 active | QFRET BODIPY PC-A2 liposome hydrolysis, fluorescence | inhibition, % at 12.2 µM | Group 3 secretory phospholipase A2 (Homo sapiens), Q9NZ20;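 active = inhibition above mean plus 3 SD of compounds lying within the high and low control bounds, cut at about 19% in these data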;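 note: 0% = median of test compound wells and 100% = no enzyme DMSO wells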
Target sequence (Q9NZ20 whole entry, looked up): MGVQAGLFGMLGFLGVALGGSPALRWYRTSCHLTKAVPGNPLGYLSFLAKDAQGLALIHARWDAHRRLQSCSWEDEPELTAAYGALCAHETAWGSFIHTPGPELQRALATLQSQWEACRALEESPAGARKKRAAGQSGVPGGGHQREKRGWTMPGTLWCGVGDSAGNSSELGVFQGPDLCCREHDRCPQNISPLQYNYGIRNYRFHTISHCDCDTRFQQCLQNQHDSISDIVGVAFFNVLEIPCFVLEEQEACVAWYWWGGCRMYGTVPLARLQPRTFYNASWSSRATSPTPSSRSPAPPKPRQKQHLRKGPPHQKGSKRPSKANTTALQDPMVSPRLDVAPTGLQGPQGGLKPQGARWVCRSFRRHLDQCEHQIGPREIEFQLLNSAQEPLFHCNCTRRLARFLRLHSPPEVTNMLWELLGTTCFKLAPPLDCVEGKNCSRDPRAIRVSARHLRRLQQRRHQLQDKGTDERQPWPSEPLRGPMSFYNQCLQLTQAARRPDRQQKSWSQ
DAX1 inh-2 = DAX1 (NR0B1) inhibitors on StAR promoter, primary screen, cell-based, luminescence, SF-1 (NR5A1), full-length DAX-1; 1.1% of 370,000 active; inhibition, % at 6.8 µM; AID 652010, 2013; HEK293T StAR-luciferase reporter, SF-1/DAX-1 repression relief;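 active = inhibition above the mean over all tested compounds plus 3 SD, cut at about 3.6% in these data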;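 note: 0% = DAX-1 cells with DMSO and 100% = cells lacking DAX-1 with DMSO; higher inhibition means more luminescence from relief of DAX-1 repression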
SMARCA2 activ = SMARCA2 (BRM) function activators, primary screen, cell-based, luminescence, high throughput | MG213 cells, MMTV-luciferase reporter, dexamethasone, overnight | activation, % at 9.1 µM | 1% of 370,000 active; in the data active = activation above about 7.8%;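 note: 0% = vehicle wells and 100% = reference activator wells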
GAA850 FXN act = FXN promoter activators, primary screen, cell-based, luciferase luminescence, HEK293 lucGAA850; HEK293 lucGAA850 FXN promoter luciferase reporter, 24 h; percent of 10 µM SAHA response; AID 540364, 2011; 0.56% of 360,000 active; activation, % at 6 µM;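 active = activation above the average of all compounds screened plus 3 SD, cutoff fixed separately per campaign, cut at about 7.5% in these data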;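 note: 0% = DMSO wells and 100% = 10 µM SAHA wells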
GC-B act = human GC-B receptor activators, primary screen, HEK293 GC-B cells, cGMP TR-FRET, EC30 CNP; Atrial natriuretic peptide receptor 2 (Homo sapiens), P20594; activation, % at 10 µM; AID 1920062, 2024; 0% at EC30 CNP, 100% saturating CNP; 0.11% of 370,000 active;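 active = activation at 10 µM reaching about 35% in either raw or pattern-adjusted values, limit read from the data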
proKLK7 act = proKLK7 zymogen activators, primary screen, biochemical, fluorescence intensity. activation, % at 7 µM. Kallikrein-7 (Homo sapiens), P49862. purified proKLK7, EDANS-DABCYL substrate fluorescence; 100% is mature enzyme control, 0% vehicle. 0.9% of 370,000 active;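 active = activation above the mean of all tested compounds plus 3 SD, computed per campaign excluding outliers beyond control limits, cut at about 13% in these data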
Target sequence (P49862 whole entry, looked up): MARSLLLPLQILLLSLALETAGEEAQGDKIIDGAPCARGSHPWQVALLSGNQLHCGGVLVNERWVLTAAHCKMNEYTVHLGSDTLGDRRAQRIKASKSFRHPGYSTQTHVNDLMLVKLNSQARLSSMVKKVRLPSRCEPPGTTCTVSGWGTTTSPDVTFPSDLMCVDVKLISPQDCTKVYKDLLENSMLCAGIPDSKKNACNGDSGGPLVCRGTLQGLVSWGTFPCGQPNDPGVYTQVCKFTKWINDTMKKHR
NPR1 activator = GC-A stimulated cGMP production enhancers – HEK293 GC-A cells, cGMP TR-FRET, EC30 ANP, primary screen | Atrial natriuretic peptide receptor 1 (Homo sapiens), P16066 | 0.14% of 370,000 active | activation, % at 10 µM | 0% at EC30 ANP, 100% saturating ANP | AID 1671463, 2021; in the data active = activation above about 40%
hgDAF12 agonist = H. glycines DAF-12 receptor agonists, primary screen, cell-based, luminescence, HEK293, GAL4 fusion, UAS-luciferase; Nuclear hormone receptor DAF-12 (Heterodera glycines), GAL4 fusion; HEK293 GAL4-hgDAF12 UAS-luciferase reporter, agonist luminescence; normalized to butyrate control; activation, % at 6.8 µM; 1.8% of 370,000 active;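 active = activation above a cutoff set at the mean of all screened compounds plus 3 SD, cut at about 10% in these data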;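 note: 0% = DMSO wells and 100% = sodium butyrate wells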
Starred values were filed as active, the others as inactive; x = no result given; & = joins results of further samples.

Order of values – DAX1 inh-1	NPR1 activator	GC-B act	ssDAF-12 act	GAA850 FXN act	proKLK7 act	hgDAF12 agonist	sPLA2-III inh	DAX1 inh-2	hcDAF12 agonist	SMARCA2 activ
- COc1cccc(-c2noc(C3CCCN(C(=O)Cc4ccccc4)C3)n2)c1 (stereo unspecified)
→ 0.8	-2	0	-1.1	1.7	-0.1	1.9	-7	-1.2	0.0	-1
- CN1CCN(C(=O)/C(=C/c2ccc([N+](=O)[O-])cc2)NC(=O)c2ccccc2)CC1
→ 2.0	4	3	-0.9	0.7	-0.1	2.8	-1	0.1	1.7	1
- COc1ccc(NC(=O)Cn2nc(C(=O)O)c3ccccc3c2=O)cc1Cl
→ 0.1	1	-3	-0.7	-0.4	-0.3	3.4	7	0.2	1.2	-3
- CC(NC(=O)OC(C)(C)C)C(=O)NC(CCC(=O)OCc1ccccc1)C(N)=O (stereo unspecified)
→ -1.3	1	2	-1.7	2.6	0.8	-0.1	1	0.6	-1.3	-1
- O=[N+]([O-])CC(c1ccccc1)c1c[nH]c2ccccc12 (stereo unspecified)
→ x	7	0	1.1*	-0.9	0.8	0.4	-69	-0.2	2.6	-2
- CC(=O)Nc1ccc(S(=O)(=O)NCCC(=O)NNC(=O)c2ccccc2O)cc1
→ 0.9	-3	1	-0.8	0.4	-1.1	4.0	-3	0.4	-0.8	-2
- NC(=O)NC(=O)COC(=O)CNS(=O)(=O)c1ccc(F)c(F)c1F
→ -0.6	-1	-7	-1.5	0.5	-0.5	-3.4	3	0.4	-0.1	2
- CCCN1CCN(CC(=O)NCC(=O)Nc2cccc(C)c2C)CC1
→ 1.0	4	-2	-0.5	-1.1	0.4	1.0	14	3.1	0.6	0
- Cc1ccc(-c2nc(CS(=O)CC(=O)NC(C)CCc3ccccc3)c(C)o2)cc1 (stereo unspecified)
→ 0.3	-2	1	-1.6	-0.9	0.1	-2.0	-15	-0.2	-1.6	1
- Cc1ccc(C(=O)C(C)OC(=O)c2ccc(Cl)nc2)cc1 (stereo unspecified)
→ 1.4	1	0	-1.0	2.2	0.3	1.1	12	-0.4	0.0	-2
- CC(=O)n1cc(N(C(=O)CCl)c2ccc(C)cc2)c2ccccc21
→ -5.3	-45	-21	-2.0	-7.6	-0.4	-1.4	-12	-2.0	-0.8	-13
- CCOC(=O)C1=C(c2ccccc2)NC(=S)NC1c1ccc(C)c([N+](=O)[O-])c1 (stereo unspecified)
→ -3.0	-13	5	-1.7	-3.1	0.1	-1.6	5	-0.2	-0.5	1
- C=C(C)CN1C(=O)C(=O)N(CC(=C)C)C1=O
→ x	1	2	-0.7	x	-0.1	2.0	-5	0.2	0.0	-1
- CSC1=NNC(c2ccc(C(C)(C)C)cc2)=NN1
→ 0.7	5	-7	-0.8	3.3	0.5	4.8	-2	0.4	-0.3	0
- CN1CCN(C2CCN(S(=O)(=O)c3ccc(C(C)(C)C)cc3)CC2)CC1
→ -0.2	-3	1	-1.7	-1.0	-0.5	0.3	-13	-0.4	-1.3	-1
- Cc1cc(=O)[nH]c(SCc2cccc3cccnc23)n1
→ 5.2*	-2	-1	-1.8	1.4	-0.1	0.5	2	-1.1	-0.7	-2
- CCOC(=O)C1(Cc2ccccc2Cl)CCN(C(=O)CCn2ccnc2C)CC1
→ 3.0	-4	-1	-0.9	0.4	0.8	2.9	-2	0.6	0.0	2
- O=c1c2c(-c3ccc([N+](=O)[O-])cc3)csc2nc2n1CCCCC2
→ -0.4	0	-8	-2.3	4.1	0.5	-1.2	3	0.3	-0.3	-5
- Cn1c(CSCc2ccc(F)cc2)nnc1SCC(=O)N1CCN(c2ccccc2)CC1
→ 0.9	-3	-4	-1.0	-2.1	0.0	2.2	-7	-0.7	-0.6	0
- COc1ccc(C(=O)NCCN2CCOCC2)cc1S(=O)(=O)Nc1ccc(C)cc1
→ 0.4	2	-1	-1.2	1.1	-0.5	1.0	3	1.9	-0.3	-1
- CC(C)=C1C2CCC1C1C(=O)N(c3nc(-c4ccc(C(C)C)cc4)c(C)s3)C(=O)C21 (stereo unspecified)
→ -0.8	2	3	-0.3	1.1	0.4	-0.5	-17	-0.4	-1.3	-3
- O=C(NC(Cc1ccc(O)cc1)C(=O)N=Nc1c(O)[nH]c2ccccc12)c1ccccc1 (stereo unspecified)
→ -1.3	-1	-3	-0.6	1.5	0.3	-5.8	-18	-1.7	-1.3	4
- COCCCNC(=O)CN(c1cccc(Cl)c1)S(C)(=O)=O
→ 0.5	0	1	-1.2	-2.8	-0.1	-0.5	7	-0.4	0.8	-3
- CCC(C)(C)C1CCc2[nH]nc(C(=O)NCc3ccc(OC)cc3)c2C1 (stereo unspecified)
→ -0.2	0	-2	-1.5	-0.7	0.4	-1.2	-1	-0.2	-1.8	0
- CSCCC(N=C1NS(=O)(=O)c2ccccc21)C(=O)NCCc1ccccc1 (stereo unspecified)
→ 0.2	1	0	-0.9	0.3	-0.8	0.1	-2	-1.2	-0.5	-3
- CC(NC(=O)CN1CCN(c2ccccc2F)CC1)c1ccccc1 (stereo unspecified)
→ -0.7	-1	2	-1.1	-1.4	0.7	1.6	11	0.1	-1.1	-2
- Cn1c2ccccc2c(=O)c2c(=O)n(Cc3ccco3)c(-c3ccc(F)cc3)nc21
→ 2.4	-1	-6	-1.8	0.7	-0.2	-2.5	-4	0.7	-1.2	-2
- CCNC(=O)COn1c(SCC(=O)NCC)nc2ccccc2c1=O
→ -0.2	0	0	0.4	-1.2	-1.1	-0.8	4	0.4	-0.7	0
- O=C(COC(=O)c1ccccc1SCC(=O)N1CCCC1)NCc1ccccc1
→ -0.9	3	3	-0.7	1.2	-0.2	1.3	0	1.4	-0.5	0
- COc1ccccc1NS(=O)(=O)c1ccc2oc(SCC(=O)N3CCNC3=O)nc2c1
→ -0.1	0	0	-1.1	-2.4	0.3	-0.5	-22	-3.5	0.8	-3
- Cc1cc(-c2ccc(C)c(S(=O)(=O)NCC3CCN(Cc4ccc(F)cc4)CC3)c2)on1
→ 0.1	-7	-5	-1.4	2.6	0.1	2.0	-16	-3.3	-2.2	-1
- C=CCN(CC=C)C(=S)Nc1ccccc1
→ 0.5	3	12	-1.2	1.2	0.1	0.9	5	-0.4	-0.2	1
- CC(C)c1nc(-c2c(N)n(C)c(=O)n(C)c2=O)sc1C(=O)C(C)(C)C
→ -0.4	6	-4	-1.4	-1.3	0.0	-1.5	4	0.4	-0.5	-1
- CC(NCC(=O)Nc1ccccc1C(=O)NC1CC1)c1ccco1 (stereo unspecified)
→ 0.7	1	6	-1.3	0.2	0.1	-1.4	2	2.0	0.1	2
- CC(NC(=O)CNC(=O)c1cccc(Cl)c1)c1ccccc1 (stereo unspecified)
→ -1.9	-6	-2	-0.7	2.6	0.1	-3.0	8	0.3	-1.9	-3
- Cc1c(NC(=O)/C(C#N)=C/c2ccc(-c3ccc(Cl)c(Cl)c3)o2)c(=O)n(-c2ccccc2)n1C
→ -1.0	17	16	-1.6	2.2	-0.4	0.9	17	-0.8	-3.3	-2
- COc1ccc(CCNC(=O)c2cc3ccccn3n2)cc1
→ x	3	-4	-0.8	x	-0.8	-2.2	1	0.2	-1.1	6
- COc1ccc(-c2csc(NC(=O)COc3ccc(N(C)S(=O)(=O)c4ccc(C)cc4)cc3)n2)cc1
→ -2.3	-2	-3	-2.5	0.8	0.2	-5.5	-13	-2.4	-6.2	-4
- Cc1ccccc1C1=NC(C(F)(F)F)(C(F)(F)F)c2c(n(C)c(=O)n(C)c2=O)N1
→ -0.8	1	1	-1.3	3.0	0.8	-2.8	3	-0.8	-3.6	-5
- N/C(=N\N=C\c1ccc2c(c1)OCO2)c1nonc1N
→ -1.5	0	-1	0.1	0.9	-0.3	8.3	13	6.2*	5.9*	2
- NC(c1csc(NC(=O)Nc2ccccc2Cl)n1)C1CCCCC1 (stereo unspecified)
→ x	-1	1	-0.7	4.8	-1.0	-2.1	19	-0.2	-1.2	-4
- N#CC1(NC(=O)COC(=O)CNC(=O)c2sc3ccccc3c2Cl)CCCCC1
→ 0.8	3	1	-1.0	-0.1	0.0	1.8	-15	-0.8	-1.5	-1
- O=C(c1ccc2nc(-c3ccco3)c(-c3ccco3)nc2c1)N1CCN(c2ncccn2)CC1
→ 1.4	-4	-5	-0.4	-1.4	-3.0	-0.7	-4	-0.3	-0.1	-2
- Cc1nc2ncnn2c(C)c1CCC(=O)NCCC1=CCCCC1
→ 0.2	3	2	-1.5	-2.1	0.7	0.0	-2	-0.8	-0.7	-1
- Cc1csc(N=Cc2ccc([N+](=O)[O-])o2)n1
→ 0.0	-5	8	0.2	-4.1	0.4	2.4	7	-3.3	2.2	-5
- C(C#CCCCCCCCCC[n+]1ccccc1)#CCCCCCCCCC[n+]1ccccc1
→ -2.8&-4.2	1	4	-2.3	-8.7&-6.7	0.0	-10	-12	-5.1	-4.3	-13
- FC(F)(F)c1cc(C(F)(F)F)c2ccc(N3CCN(c4ccc(Cl)cc4)CC3)nc2n1
→ 0.6	1	6	-1.6	2.9	1.6	0.8	8	-0.7	1.6	-5
- Cc1nonc1N1CCN(Cc2cn[nH]c2-c2ccc(F)cc2F)CC1
→ 1.0	-4	4	-1.0	1.1	0.4	4.7	-7	0.3	0.1	-2
- O=C(N/N=C/c1ccc([N+](=O)[O-])cc1)c1ccc2nc[nH]c2c1
→ 0.2	1	3	-1.2	0.5	-0.3	2.4	-3	-0.3	-1.9	-2
- COc1ccc(C2(C(=O)NCC3CCCO3)CCOCC2)cc1 (stereo unspecified)
→ 0.9	0	-5	-1.1	0.4	0.2	2.3	-1	-0.5	-2.0	2
- CC(=O)c1cccc(NC(=O)C(C)OC(=O)CCN=C2NS(=O)(=O)c3ccccc32)c1 (stereo unspecified)
→ 0.5	3	0	-0.4	-2.4	0.2	-0.1	3	1.9	-0.1	-1
- CN1CCCC(OC(=O)c2cccc(S(=O)(=O)N3CCCCCC3)c2)C1 (stereo unspecified)
→ 0.6	-2	1	-0.8	0.7	-0.1	0.9	10	-0.1	-0.2	-1
